# Compound activity (PubChem)
# FadD28 FP inh = inhibitors of Mycobacterium tuberculosis FadD28 bisubstrate binding; FadD28 bisubstrate probe binding, fluorescence polarization; inhibition, % at 12.5 µM; actives 0.22% (n = 360,000); AID 588549; in the data active = inhibition above about 8.5%, passing the limit was not always enough; inconclusive = no clear call, values can overlap the other calls
# Anthrax LF prot = blocks Bacillus anthracis lethal factor protease. actives 0.12% (n = 360,000). AID 588501. P15917. inhibition, % at 10 µM. multiplex microsphere protease cleavage assay, LF; also: plate controls were buffer without enzyme for full effect and enzyme alone for no effect
# BoNT A protease = BoNT A light chain protease inhibition; multiplex microsphere protease substrate cleavage, flow cytometry; inhibition, % at 10 µM; actives 0.17% (n = 360,000); AID 588499; also: plate controls were buffer without enzyme for full effect and enzyme alone for no effect
# Mtb UGM inh = Mtb UDP-galactopyranose mutase inhibition; actives 0.06% (n = 320,000); inhibition, % at 10 µM; P9WIQ1; purified UGM, fluorescence polarization probe displacement; in the data active = inhibition above about 10%, passing the limit was not always enough; inconclusive = no clear call, values can overlap the other calls
# Target sequence (P9WIQ1 whole entry, looked up): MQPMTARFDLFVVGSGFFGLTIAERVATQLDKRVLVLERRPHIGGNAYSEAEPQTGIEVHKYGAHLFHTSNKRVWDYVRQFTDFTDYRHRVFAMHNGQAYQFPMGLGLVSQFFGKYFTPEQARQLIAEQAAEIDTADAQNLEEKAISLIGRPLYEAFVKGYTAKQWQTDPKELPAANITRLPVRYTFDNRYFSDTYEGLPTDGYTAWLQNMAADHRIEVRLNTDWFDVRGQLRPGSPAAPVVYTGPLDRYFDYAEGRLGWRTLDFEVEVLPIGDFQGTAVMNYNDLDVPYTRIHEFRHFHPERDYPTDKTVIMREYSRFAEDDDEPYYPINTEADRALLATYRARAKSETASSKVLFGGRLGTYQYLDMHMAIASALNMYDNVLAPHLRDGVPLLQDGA
# GDH-TPI counter = counter-screen for M. tuberculosis FBA inhibitors: GDH-TPI coupled enzymes | inhibition, % at 4.8 µM | AID 588335 | actives 1.2% (n = 360,000) | GDH-TPI coupled enzyme counterscreen, NADH absorbance; in the data active = inhibition above about 30%;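 also: 0% = DMSO wells and 100% = wells lacking the enzyme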
# Mtb BioA inh = BioA (M. tuberculosis) enzyme inhibition. purified M. tuberculosis BioA enzyme, plate reader. inhibition, % at 9.99 µM. actives 0.096% (n = 360,000). AID 602481; in the data active = inhibition above about 40%; inconclusive = no clear call, values can overlap the other calls
# BoNT-F LC inh = BoNT F light chain protease inhibition | Multiplex microsphere protease cleavage assay, flow cytometry | inhibition, % at 10 µM | actives 0.22% (n = 360,000) | AID 588497; in the data active = inhibition above about 35%, passing the limit was not always enough; inconclusive = no clear call, values can overlap the other calls; also: plate controls were buffer without enzyme for full effect and enzyme alone for no effect
# FBA Mtb inh = inhibits M. tuberculosis FBA enzyme; P9WQA3; actives 2.3% (n = 360,000); purified M. tuberculosis FBA, fluorescence read-out; inhibition, % at 1 µM; AID 588726; in the data active = inhibition above about 27%;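 also: 0% = vehicle and 100% = reference inhibitor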
# Target sequence (P9WQA3 whole entry, looked up): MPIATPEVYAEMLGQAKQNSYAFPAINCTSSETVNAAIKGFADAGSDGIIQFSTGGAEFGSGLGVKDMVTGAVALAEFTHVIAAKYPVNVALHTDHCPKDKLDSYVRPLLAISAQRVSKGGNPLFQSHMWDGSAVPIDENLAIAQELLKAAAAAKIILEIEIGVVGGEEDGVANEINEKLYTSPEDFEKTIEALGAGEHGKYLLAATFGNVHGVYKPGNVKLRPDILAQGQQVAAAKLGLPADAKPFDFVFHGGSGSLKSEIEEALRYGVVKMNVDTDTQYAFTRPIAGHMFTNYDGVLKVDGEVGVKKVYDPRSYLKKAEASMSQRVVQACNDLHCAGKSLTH
# PfHsp40 yeast = rescue of PfHsp40-mediated yeast toxicity. S. cerevisiae expressing PfHsp40, growth rescue, ATP luminescence. growth rescue, % at 12.5 µM. actives 0.68% (n = 340,000). AID 504582; in the data active = growth rescue above about 28%, passing the limit was not always enough; inconclusive = no clear call, values can overlap the other calls;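 also: yeast W303a lacking pdr1 and pdr3 grown in galactose medium; growth measured after three days at 30 °C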
# Starred values were filed as active, the others as inactive; u = inconclusive; x = not tested or not shown; + = active, no number. Rule as the data show it, unless noted: active = inhibition above about 30%; inconclusive = no clear call, values can overlap the other calls; inactive = below that.
SMILES,FadD28 FP inh,Anthrax LF prot,BoNT A protease,Mtb UGM inh,GDH-TPI counter,Mtb BioA inh,BoNT-F LC inh,FBA Mtb inh,PfHsp40 yeast
O=[N+]([O-])c1ccc(N2CCN(S(=O)(=O)c3ccc4ccccc4c3)CC2)cc1NCC1CCCO1 (configuration not stated),-2.3,-2,-0.4,-0.2,6,-5.0,2,-3,-1.4
COc1ccc(/C=C2/CCc3ccccc3C2=O)cc1OC,-4.9,-5,0.2,-1.3,20,10,-2,-1,0.2
Cc1cccc2c(=O)n3c(cc12)-c1[nH]c2ccccc2c1CC3,-4.6,2,1.7,x,9,x,0,83*,2.1
CCc1nc2c(OCc3cc(Cl)cc(Cl)c3)cccn2c1N(C=O)Cc1ccccc1,-7.3,-4,-0.8,x,0,-0.7,4,-1,x
Cc1ccc(C(=O)NC2CCSC2=O)cc1 (configuration not stated),1.7,-3,-0.3,2.0,14,-2.4,-8,0,0.0
COc1ccc(N2CC(C(=O)N3CCN(C(=O)c4ccco4)CC3)CC2=O)cc1 (configuration not stated),0.1,7,0.2,-2.8,6,-1.2,11,-1,-0.7
CCCNC(=O)C(Cc1cccc(Cl)c1)NC(=O)c1ccccc1 (configuration not stated),-1.9,0,0.3,-1.2,2,-0.7,-3,5,-0.3
COc1ccc(C(CNS(=O)(=O)c2ccc(F)cc2)N2CCN(C)CC2)cc1 (configuration not stated),1.7,x,x,-3.1,4,0.0,x,6,-0.2
COc1ccc(CC(=O)Nc2cc(S(=O)(=O)N3CCCCC3)ccc2C)cc1OC,-0.4,0,-0.3,0.1,-3,x,0,1,u
COc1cc(/C=C(\C#N)C(=O)Nc2ccc(SC(F)F)cc2)cc(OC)c1OC,-2.3,2,2.8,0.1,16,0.0,-1,1,1.4
COC(=O)c1sc2ccccc2c1-n1cccc1C(=O)C(=O)Nc1ccc(OC)cc1,-5.0,-4,0.6,-1.4,0,0.1,-1,-2,0.3
COc1ccc(CNCC(=O)Nc2cc(OC)cc(OC)c2)cc1,-2.2,0,0.7,-1.4,5,0.4,-20,1,x

# Of the compounds above, these have nitrogen in an aromatic ring.
SMILES,FadD28 FP inh,Anthrax LF prot,BoNT A protease,Mtb UGM inh,GDH-TPI counter,Mtb BioA inh,BoNT-F LC inh,FBA Mtb inh,PfHsp40 yeast
Cc1cccc2c(=O)n3c(cc12)-c1[nH]c2ccccc2c1CC3,-4.6,2,1.7,x,9,x,0,83*,2.1
CCc1nc2c(OCc3cc(Cl)cc(Cl)c3)cccn2c1N(C=O)Cc1ccccc1,-7.3,-4,-0.8,x,0,-0.7,4,-1,x
COC(=O)c1sc2ccccc2c1-n1cccc1C(=O)C(=O)Nc1ccc(OC)cc1,-5.0,-4,0.6,-1.4,0,0.1,-1,-2,0.3

# (list continues)
SMILES,FadD28 FP inh,Anthrax LF prot,BoNT A protease,Mtb UGM inh,GDH-TPI counter,Mtb BioA inh,BoNT-F LC inh,FBA Mtb inh,PfHsp40 yeast
CC(C)(O)CC[C@@H](O)[C@](C)(O)[C@H]1CC[C@@]2(O)C3=CC(=O)[C@@H]4C[C@@H](O)[C@@H](O)C[C@]4(C)C3CC[C@]12C (some centres not stated),-3.7,-5,-0.1,1.8,3,0.6,-11,-3,0.0
COc1ccc(CSc2n[nH]c(C)n2)cc1Br,-1.8,-3,1.2,0.0,11,-0.9,1,4,-1.5
COc1ccc(C(NC(=O)C(C)C)c2c(O)ccc3ccccc23)cc1OC (configuration not stated),-1.7,1,0.8,-2.8,-6,0.2,7,14,1.4
CCOC(=O)c1c(N=CN(C)C)c2cc([N+](=O)[O-])cnc2n1C,-2.3,-4,0.2,0.9,19,0.5,-3,-5,-0.6
CC(C)[C@H](NC(=O)c1nn(Cc2ccccc2)c(=O)c2ccccc12)C(=O)O,-1.0,14,1.9,-1.3,6,x,7,1,0.6
CC(=O)Nc1cc(OC(=O)c2ccco2)cc(OC(=O)c2ccco2)c1,-0.9,-2,0.0,0.8,-7,x,-16,1,0.0
Cc1cccc(OCC(=O)NCc2cc(C)nc3ccccc23)c1,-0.5,-3,0.3,0.5,-1,-1.3,2,3,0.5
c1ccc(-c2csc(N3CCN(c4ccccn4)CC3)n2)cc1,-0.6,-6,-1.9,-0.2,-6,-0.6,-15,0,7.1
CC(=O)N1CN(C(C)=O)CN(C(C)=O)C1,-1.8,-3,-0.8,-0.5,6,x,-10,-1,-2.0
O=c1c2ccccc2nc(-c2ccco2)n1-c1nc2ccccc2s1,-1.0,2,-0.5,-1.5,18,x,-13,-1,-1.5
O=C(Cc1ccccc1)Nc1ccc(NC(=O)Cc2ccccc2)c(Cl)c1,-1.7,8,-3.1,0.1,5,-1.4,u,0,-0.5
COC(=O)c1ccccc1NC(=O)CN(c1ccccc1)S(=O)(=O)N(C)C,-3.4,4,0.7,-0.3,1,1.9,1,0,-0.6
O=C(CSc1ccc(-c2cccc([N+](=O)[O-])c2)nn1)N1CCCC1,-3.4,-1,0.4,-1.3,-11,x,-3,-7,-0.1
c1ccc2c(c1)[nH]c1c(N3CCN(C4CCCCC4)CC3)ncnc12,-4.5,-5,-0.3,1.8,7,8.7,-6,33*,0.7
CC1=CC(C)(C)N=C(Nc2nc(C)c3cc(C)cc(C)c3n2)N1,-1.4,-3,0.1,-0.1,8,-4.7,1,4,0.0
CCCc1cc(=O)oc2c(CN3CCCC3)c(O)ccc12,-0.7,0,0.1,-0.5,20,0.2,0,x,-1.4
O=C(CSCc1cnn(-c2ccccc2)c1-n1cccc1)NCc1cccnc1,-1.5,-5,0.0,-0.4,6,3.6,0,-1,-0.3
Cc1cc(/C=C2\SC(=S)NC2=O)c(C)n1C1CC1,-30,3,1.3,1.8,0,-1.9,3,-20,0.8
O=C(/C=C/c1ccco1)NCC(=O)N/N=C/c1ccc(Cl)cc1,-0.7,-2,0.2,-1.7,12,x,-7,0,-0.2
Cc1oc(-c2ccccc2F)nc1CS(=O)(=O)CC(=O)N1CCc2ccccc21,-3.0,-4,-0.3,2.1,-3,-0.2,-1,2,-1.0
Cn1c(-c2ccc([N+](=O)[O-])cc2)nc2ccccc21,1.0,-6,-0.1,-3.8,21,0.0,-2,0,0.3
CCn1ccnc1CNC(=O)CC1C(=O)NCCN1Cc1ccccc1F (configuration not stated),-2.2,-1,-0.1,-0.7,0,-1.2,-3,2,-1.1
COc1ccccc1C=NNC(=O)c1ccccc1OCCOc1ccccc1,-1.1,1,-0.4,0.9,25,-4.6,-9,5,0.8
COc1ccc(-c2cn[nH]c2-c2ccc(OCc3ccccc3)cc2O)cc1,-1.4,0,-0.6,1.9,6,x,6,1,115*
CCOc1ccccc1N1CC(C(=O)Nc2c(C)n(C)n(-c3ccccc3)c2=O)CC1=O (configuration not stated),-3.9,0,0.0,1.4,2,x,-8,-2,-1.5
CC(=O)c1cccc(Nc2nc(=O)c3cccnc3s2)c1,0.5,-5,0.1,-2.5,7,1.8,4,1,0.5
CCC(=O)N1CCc2cc(Br)cc(S(=O)(=O)N(C)c3ccc(OC)cc3OC)c21,-0.7,0,-0.7,1.2,4,-1.6,6,1,0.8
CCNC(=O)C1CCCN(C(=O)c2ccc(C(=O)OC)cc2)CC1 (configuration not stated),-1.4,-4,0.0,x,5,-1.0,6,0,x
CCOC(=O)N1CCN(C(=O)CCCn2nnnc2CN2CCC(C)CC2)CC1,-0.1,-1,-0.2,3.4,4,3.2,-2,1,0.9
CC(=O)Nc1ccc(NC(=O)CSc2nc3nc(-c4cccs4)cc(C(F)(F)F)c3c(=O)[nH]2)cc1,-5.1,-3,0.0,1.9,14,x,-2,10,-0.4
Cc1cc(C(F)F)n2nc(C(=O)Nc3ccccc3Br)nc2n1,-3.6,-4,0.5,-0.4,-4,-2.2,0,2,1.3
C=CCn1c(SCC(=O)N2CCc3ccccc3C2)nc2ccccc2c1=O,-4.2,-6,-0.1,1.7,2,x,4,-1,-2.0
Cc1oc(C)c(C(=O)O)c1C(=O)O,-3.5,-2,-0.6,1.1,3,-0.8,1,4,-1.3
O=C(Nc1nnc(S(=O)(=O)N2CCCCCC2)s1)c1cccc(Br)c1,-1.7,-7,-0.6,1.3,17,0.4,3,3,-0.2
O=C(Nc1ccc(Cl)cn1)c1ccccc1SCc1ccccc1,-4.7,9,0.6,1.4,4,-1.5,-7,0,1.0
COc1cc(-c2nc3ccccn3c2/N=C/c2cc(OC)c(OC)c(OC)c2)ccc1O,0.0,-13,-1.7,-0.1,10,-0.3,-3,8,0.0
COc1ccc(C(=O)Nc2ccc(C(=O)N3CCCCC3)cc2)cc1OC,1.7,-1,-1.7,0.1,6,-0.7,-2,3,-1.4
COc1cccc(-c2csc(N3CCN(C(=O)Nc4ccccc4OC)CC3)n2)c1,-3.1,-5,u,0.0,-1,x,-7,-1,0.7
CCOc1ccc(NC(=O)COC(=O)CCC(=O)c2cccs2)cc1,-2.0,1,-0.4,x,13,-1.3,0,3,-0.2
COc1cccc(-c2cc(C(=O)Nn3cnnc3)c3ccccc3n2)c1,-1.8,1,1.6,0.9,18,-0.2,-4,-1,-0.2
O=C(c1ccco1)N1CCN(c2ccc(S(=O)(=O)N3CCCC3)cc2)CC1,-0.1,1,-0.1,-1.2,14,2.6,0,2,1.1
CCn1cc(C(=O)NCc2ccccc2)c(=O)c2cc(F)c(N3CCN(C(=O)c4ccco4)CC3)cc21,-2.3,-2,0.3,3.4,-4,1.9,1,20,0.9
Cc1ccc(Cn2ccc(NC(=O)c3cc(C(C)C)on3)n2)cc1,0.3,-5,-0.3,-1.3,-7,-0.5,-3,4,-0.6
O=C1Nc2ccc(S(=O)(=O)NCCC3=CCCCC3)c3cccc1c23,-4.5,0,1.0,-1.2,-3,0.3,-4,13,0.6
C[C@H](NC(=O)[C@@H]1Cc2ccccc2CN1)C(=O)Nc1ccc2c(c1)OCO2,-3.6,-1,0.2,-2.2,-11,x,-11,-4,0.1
COCCCNc1oc(-c2ccccc2F)nc1C#N,-3.0,0,-0.7,0.4,5,-1.0,-6,+,34*
CCCNC(=O)C1(C)CCCN(C(=O)c2cccc(Cl)c2)C1 (configuration not stated),-0.9,-10,-0.4,x,7,0.3,-7,-1,x
CCOC(=O)c1ccc(-n2c(C)nc3c(cnn3-c3ccccc3Cl)c2=O)cc1,-2.0,-2,1.4,0.5,4,0.7,-7,-10,0.1

# Reprinted at random: 4 compounds from above, in no set order.
SMILES,FadD28 FP inh,Anthrax LF prot,BoNT A protease,Mtb UGM inh,GDH-TPI counter,Mtb BioA inh,BoNT-F LC inh,FBA Mtb inh,PfHsp40 yeast
COCCCNc1oc(-c2ccccc2F)nc1C#N,-3.0,0,-0.7,0.4,5,-1.0,-6,+,34*
Cc1ccc(Cn2ccc(NC(=O)c3cc(C(C)C)on3)n2)cc1,0.3,-5,-0.3,-1.3,-7,-0.5,-3,4,-0.6
C[C@H](NC(=O)[C@@H]1Cc2ccccc2CN1)C(=O)Nc1ccc2c(c1)OCO2,-3.6,-1,0.2,-2.2,-11,x,-11,-4,0.1
COc1cccc(-c2csc(N3CCN(C(=O)Nc4ccccc4OC)CC3)n2)c1,-3.1,-5,u,0.0,-1,x,-7,-1,0.7

# Additional compounds follow:
SMILES,FadD28 FP inh,Anthrax LF prot,BoNT A protease,Mtb UGM inh,GDH-TPI counter,Mtb BioA inh,BoNT-F LC inh,FBA Mtb inh,PfHsp40 yeast
Oc1ccccc1N1CCN(c2ncnc3sc(-c4ccccc4)cc23)CC1,-4.1,5,-0.4,-3.9,8,-1.0,-6,-6,4.7
COc1ccc(C(C#N)=C2C=CC(=NO)C=C2)cc1,-4.4,-2,-3.1,-1.7,16,x,u,-7,19
Cc1ccc(S(=O)(=O)N2CCOCC2)cc1C(=O)OCC(=O)c1c(N)n(C)c(=O)n(C)c1=O,0.0,2,-1.0,2.7,4,-1.2,-2,4,-0.2
O=C(c1cccs1)N1CCCC(c2nc3c(nnn3Cc3ccccc3Cl)c(=O)[nH]2)C1 (configuration not stated),-0.3,1,-0.8,-0.3,4,2.0,-8,-2,-0.8
CCOc1cc(CNCCCN2CCOCC2)cc(Cl)c1OCC(=O)NC(C)(C)C,-0.1,-8,-4.9,-0.6,13,x,6,2,-1.0
